Screening data (PubChem)
TRHR ag: qHTS for Small Molecule Agonists and Allosteric Enhancers of Human TRH Receptor: Primary Screen for Agonists. Thyrotropin-releasing hormone receptor (Homo sapiens), P34981. TRHR cells, calcium flux fluo-8, FDSS agonist mode. activation, % at 2 µM. hit rate 0.18% among 360,000. AID 493084, 2011; in the data active means activation above about 30%; further: 0% is about no effect
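In this calcium-flux screen, cells bearing human TRHR are dye-loaded with fluo-8, baselined for 10 cycles, then exposed to library compounds; positive kinetic calcium responses during the agonist phase mark hits, with TRH as control.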
ERG-DNA inh: qHTS for Small Molecule Inhibitors of the ERG Ets/DNA interaction | Transcriptional regulator ERG (Homo sapiens), P11308 | fluorescence polarization, His-ERG Ets domain / labelled DNA | Potency, µM (doses to about 76.9 µM), for the others: at the highest dose FP activity, negative = inhibition, actives largely listed as inhibitors | hit rate 0.028% among 370,000 | AID 624246, 2012; active means well fitted inhibition curve with a large enough effect in the polarisation, with a control signal flat; inconclusive means small, poorly fitted or top-dose-only effect, or effect the other way, or a change in a side signal; inactive means no such curve, though single readings can be large or run the other way; the % refers to the polarisation;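 further: polarization taken with two DNA probes labelled with fluorescein and Texas red; potency means the concentration at half of the fitted maximal effect; % of control where 0% means no effect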
Target sequence (P11308 whole entry, looked up, the tested form may be a part): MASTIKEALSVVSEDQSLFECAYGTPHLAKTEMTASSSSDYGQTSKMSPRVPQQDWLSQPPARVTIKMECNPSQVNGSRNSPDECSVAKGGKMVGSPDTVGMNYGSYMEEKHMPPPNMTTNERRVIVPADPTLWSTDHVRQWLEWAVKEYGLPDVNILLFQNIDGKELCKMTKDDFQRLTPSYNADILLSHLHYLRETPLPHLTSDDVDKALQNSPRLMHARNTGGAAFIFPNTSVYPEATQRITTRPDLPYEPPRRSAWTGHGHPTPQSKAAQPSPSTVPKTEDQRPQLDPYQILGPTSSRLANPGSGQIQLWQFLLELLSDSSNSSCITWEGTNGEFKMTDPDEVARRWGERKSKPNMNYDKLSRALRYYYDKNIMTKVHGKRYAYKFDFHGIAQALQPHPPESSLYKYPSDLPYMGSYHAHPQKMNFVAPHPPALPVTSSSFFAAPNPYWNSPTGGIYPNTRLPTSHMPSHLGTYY
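His-tagged ERG Ets domain (1 uM in the protein solution; 300mM KCl, 50mM Tris-HCl, 1mM EDTA, 1mM DTT, pH 7.5) received compound, then a probe mix of 5 nM fluorescein-DNA and 100nM Texas-615-DNA. Fluorescence polarization was read for both dyes.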
POLI inh: qHTS for Inhibitors of Polymerase Iota. DNA polymerase iota (Homo sapiens), Q9UNA4. Pol iota fluorescent replication assay, 10 min. Potency, µM (titrated, usually from 115 µM), for the others: at the top dose activity, negative = inhibition, actives largely listed as inhibitors. hit rate 1% among 390,000. AID 588590, 2011; further: potency means the concentration at half of the fitted maximal effect
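Pol iota at 10 nM preincubated 15 min with compounds at room temperature; reaction started with fluorescent substrate, 50 nM final. Fluorescence read kinetically at 0 and 10 min; buffer-only wells as negative control.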
APE1 inh: qHTS Assay for Inhibitors of the Human Apurinic/apyrimidinic Endonuclease 1 (APE1); DNA repair nuclease/redox regulator APEX1 (Homo sapiens), P27695; recombinant APE1, TAMRA/BHQ-2 abasic DNA cleavage fluorescence; Potency, µM (titrated, usually from 65.8 µM), for inactives: top-dose activity change, negative = inhibition, most hits filed as inhibitors; hit rate 0.35% among 350,000; AID 2517, 2012;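 further: potency means the concentration at half of the fitted maximal effect; plate controls were vehicle for no effect and reference inhibitor for full effect; nearly all actives have a fitted effect of over 55% in size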
Target sequence (P27695 whole entry, looked up): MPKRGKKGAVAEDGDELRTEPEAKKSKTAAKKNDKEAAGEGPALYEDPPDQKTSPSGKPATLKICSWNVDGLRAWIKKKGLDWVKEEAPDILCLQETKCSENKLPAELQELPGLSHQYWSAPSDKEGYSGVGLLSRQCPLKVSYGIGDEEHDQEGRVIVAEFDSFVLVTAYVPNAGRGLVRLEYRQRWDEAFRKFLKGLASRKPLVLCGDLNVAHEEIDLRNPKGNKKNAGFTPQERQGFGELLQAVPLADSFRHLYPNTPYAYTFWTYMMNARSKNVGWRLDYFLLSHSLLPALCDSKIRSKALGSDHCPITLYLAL
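APE1 at 0.75 nM preincubated 15 min at room temperature with compound. Reaction then started with 50 nM double-stranded THF-abasic substrate labelled with TAMRA/BHQ-2, and 525/598 nm fluorescence read kinetically. Activity taken as third-minus-first read difference, normalized to DMSO and NSC13755 controls.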
Anesthetic bind: qHTS Assay for Identification of Novel General Anesthetics. apoferritin/1-aminoanthracene competitive binding, fluorescence. Potency, µM (series often up to 77.5 µM), without a hit: at the highest dose activity change, negative = displacement, hits mostly inhibitors. hit rate 0.074% among 350,000; further: potency means the concentration at half of the fitted maximal effect; on the % scale 0 is the no-effect control and ±100 the full control effect; nearly all actives have a fitted effect of over 20% in size
Target sequence (P02791 2-175 limits assumed): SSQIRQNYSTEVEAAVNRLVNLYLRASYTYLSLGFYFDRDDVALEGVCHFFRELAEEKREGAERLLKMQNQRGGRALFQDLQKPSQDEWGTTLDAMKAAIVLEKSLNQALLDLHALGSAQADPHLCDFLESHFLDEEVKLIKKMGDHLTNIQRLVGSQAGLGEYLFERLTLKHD
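Probe: 1-aminoanthracene (50% saturated, PBS). Protein: horse-spleen apoferritin, 10 uM. Incubation: 10 min, room temperature. Detection: 380 nm excitation, 535 nm emission. Analysis: normalized response, four-parameter Hill.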
12-LOX inh: Primary qHTS assay for inhibitors of human arachidonate 12S-lipoxygenase (ALOX12): Round 2; purified 12hLO, xylenol orange hydroperoxide absorbance; Potency, µM (titrated, usually from 108 µM), for inactives: at the highest dose activity change, negative = inhibition, most hits filed as inhibitors; hit rate 1.1% among 580,000; AID 1671190, 2021; further: potency means the concentration at half of the fitted maximal effect; on the % scale 0 is the no-effect control and ±100 the full control effect
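Purified human 12hLO at 150 nM in 25 mM Hepes, 0.01% Triton X-100, pH 7.0, preincubated 15 min at room temperature with compound. Reaction started with 40 uM arachidonic acid, 30 min at room temperature. Hydroperoxide measured by Fe-xylenol orange, 573/405 nm absorbance ratio.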
Pol beta inh: qHTS Assay for Inhibitors of DNA Polymerase Beta | hit rate 1.3% among 340,000 | P06746 | Pol beta primer extension/strand displacement, fluorescence kinetic | Potency, µM (top dose mostly 114 µM), for the others: at the highest dose activity change, negative = inhibition, hits mostly inhibitors; further: potency means the concentration at half of the fitted maximal effect; on the % scale 0 is the no-effect control and ±100 the full control effect
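Curves were derived by four-parameter Hill fits of normalized qHTS data. The kinetic fluorescent primer-extension read was taken at 0 and 10 min after 50 nM substrate, following a 15 min room-temperature preincubation of 10 nM enzyme with compounds.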
BLM inh: qHTS Assay for Inhibitors of Bloom's syndrome helicase (BLM); Potency, µM (top dose mostly 56.1 µM), inactives show at the top dose activity change, negative = inhibition, actives largely listed as inhibitors; recombinant BLM DNA unwinding, fluorescence dequenching; hit rate 0.2% among 350,000;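 further: potency means the concentration at half of the fitted maximal effect; plate controls were vehicle for no effect and no enzyme for full effect; nearly all actives have a fitted effect of over 35% in size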
POLK inh: qHTS for Inhibitors of Polymerase Kappa | DNA polymerase kappa (Homo sapiens), Q9UBT6 | purified Pol kappa, fluorescent DNA synthesis assay, 10 min | Potency, µM (doses to about 107 µM), for inactives: at the highest dose activity, negative = inhibition, hits mostly inhibitors | hit rate 0.53% among 400,000 | AID 588579, 2011; further: potency means the concentration at half of the fitted maximal effect; on the % scale 0 is the no-effect control and ±100 the full control effect
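Kinetic fluorescence screen: compound preincubated 15 min RT with 10 nM enzyme; 50 nM substrate (final) initiates; reads at 0/10 min.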
* hit, by the source's call; ? = inconclusive; . = not tested or not shown; & = joins results of further samples; [ ] = another dose, or the depositor's remark. Unless noted, the call rests on the fitted dose curve; in most records, active means well fitted curve in the direction sought with a large enough effect; inconclusive means small, poorly fitted or top-dose-only effect, or another doubt; inactive means no such curve, though single readings can be large; an effect the other way counts as inactive or inconclusive. The list is partial; the hit share may differ from the screen's.

SMILES | TRHR ag | ERG-DNA inh | POLI inh | APE1 inh | Anesthetic bind | 12-LOX inh | Pol beta inh | BLM inh | POLK inh
CCOc1cccc(C(=O)Nc2cccc(-c3nc4ncccc4o3)c2C)c1 | -0.2 | -7% | -16% | -15% | -9% | 47%[activator] | 13% | -1% | -6%
COc1cccc(-c2nc(S(=O)(=O)c3ccc(C)cc3)c(N3CCCCCC3)o2)c1 | 0.6 | 1% | 18% | . | 176%[activator] | -28% | 0% | -8% | 3%
CC(C(=O)NC1=NCCS1)N1C(=O)C2CC=CCC2C1=O (stereo not drawn) | 0.0 | -2% | 11% | 2% | -11% | -11% | 0% | 0% | 4%
Cc1cc(-c2n[nH]c(=S)n2/N=C/c2cccs2)n[nH]1 | 0.2 | -13% | 29% | -2% | 2% | ? | 18% | 1% | -5%
CC(C)OC(=O)Nc1ccc2c(c1)N(C(=O)CCN(C)C)c1ccccc1CC2 | 0.9 | 6% | -2% | 15% | -12% | ? | 26% | -1% | 6%
Cc1nccn1CC(O)COc1ccccc1 (stereo not drawn) | -1.3 | -6% | 13% | -1% | -8% | 0% | -7% | -4% | 4%
Cc1cccc(C(=O)Nc2sc3c(c2C(=O)O)CCC3)c1 | 0.3 | -4% | 6% | 13% | 6% | -4% | 23% | 1% | -8%
Cc1cnc(NCCc2ccccc2)s1 | 0.2 | 1% | 8% | -1% | ? | 12% | -3% | -1% | 0%
COc1ccc(Cc2nc3ccc(C(=O)NC(C)c4cn(C)nc4C)cc3o2)cc1 (stereo not drawn) | 0.1 | -4% | 14% | -2% | -8% | -23% | -4% | -2% | -2%
Cc1cc(C)cc(NC(=O)COC(=O)CNC(=O)C2CCCCC2)c1 | -0.2 | -1% | 25% | 14% | . | -4% | . | . | -6%
O=C(N/N=C/c1ccc2c(c1)OCO2)c1ccc(COCC(F)(F)C(F)F)cc1 | -0.3 | -1% | ? | -11% | -2% | . | ? | -10% | -20%
COc1cc2c(cc1OC)-c1nnc(C)n1C1(CCCC1)C2 | 0.1 | -1% | -15% | -5% | -7% | 0% | 1% | 0% | 1%
Cc1ccc(N(C)S(=O)(=O)c2cccc(C(=O)OCC(=O)c3c(N)n(C)c(=O)n(C)c3=O)c2)cc1 | . | 6% | -2% | 5% | . | 2% | . | . | -16%
COCCCNCC1C(Oc2ccc(Cl)cc2)C(=O)N1c1ccccc1C (stereo not drawn) | 0.9 | -17% | 97%[activator] | 16% | -6% | -19% | 13% | 4% | -8%
Nc1ccc(S(=O)(=O)Nc2nccc(/C=C/c3ccc(Cl)cc3)n2)cc1 | 0.0 | 3% | -11% | 36% | -10% | -15% | -1% | -1% | -1%
CC(=O)N1CCN(c2ccc(NCc3ccc(C(C)C)cc3)cc2)CC1 | -1.6 | 3% | ? | -3% | ? | ? | 2% | -16% | -4%
COc1ccc(OC)c(NC(=O)c2c(NC(=O)CCC(=O)O)sc3c2CCCCC3)c1 | -0.6 | 5% | 6% | -8% | -14% | ? | -11% | 2% | -5%
O=C(CNC(=O)c1cccc(OC(F)F)c1)OCn1nnc2ccccc2c1=O | -1.5 | 1% | 35%[activator] | 22% | -5% | -12% | -8% | -5% | 1%
COc1ccc(CCNC(=O)CCc2c(C)nc3cc(-c4ccccc4OC)nn3c2C)c(OC)c1 | 0.0 | 9% | 12% | . | 52%[activator] | 0% | -27% | -4% | -12%
CC(=O)Nc1ccc(-n2c(=O)c3ccccc3c3ccccc3c2=O)cc1 | 0.0 | -4% | 48%[activator] | 1% | -3% | -13% | 11% | -3% | -8%
O=C(CCc1ccccc1)NNC(=O)COc1ccccc1Cl | -0.6 | -6% | 23% | 24% | 6% | 0% | 1% | -10% | 5%
CCc1ccccc1NC(=O)c1ccc2c(c1)CCCN2S(C)(=O)=O | -0.8 | 8% | 16% | . | -11% | -11% | 34% | -2% | -9%
O=C(CN1CCS(=O)(=O)CC1)N/N=C/c1cccc(C(F)(F)F)c1 | 0.3 | 2% | -9% | 19% | -1% | 66%[activator] | 30% | 0% | -9%
CC1CCN(c2c(NCC3CCC(C(=O)NCCCc4ccccc4)CC3)c(=O)c2=O)CC1 (stereo not drawn) | -0.6 | -45% | -13% | -3% | -6% | . | 13% | -7% | -7%
C/C(=N\OC(=O)Nc1ccc(Cl)cc1)c1ncc(C(F)(F)F)cc1N1CCOCC1 | 0.1 | 2% | 2% | -2% | -23% | 0%[57.4 µM] | 7% | -9% | 5%
O=C(COC(=O)c1cccs1)Nc1ccc(S(=O)(=O)N2CCOCC2)cc1 | 0.2 | 16% | -7% | 0% | -18% | 1% | 3% | 2% | 3%
CCOc1ccc(NC(=O)CSc2nnc(C)n2CC2CCCO2)cc1 (stereo not drawn) | 0.4 | 1% | 1% | -3% | -8% | -16% | -9% | -1% | 7%
Cc1cc(C)cc(OCC(=O)O/N=C(\N)Cc2ccc([N+](=O)[O-])cc2)c1 | -0.1 | 2% | 28% | 0% | 6% | 0% | 11% | -15% | -6%
Cc1nn(CC(=O)NCc2ccccc2)c(=O)c2ccccc12 | 0.0 | -5% | 18% | -4% | ? | 7%&-1% | 20% | 2% | 2%
COc1ccc(OC)c(NC(=O)Cn2c(=O)oc3cc(S(=O)(=O)NCc4ccccc4)ccc32)c1 | -0.1 | -9% | -16% | . | -19% | -14% | -1% | 2% | -2%[60.1 µM]
Cc1nn(-c2ccccc2)c(C)c1NC(=O)COc1ccc(F)cc1Cl | -0.8 | 9% | -8% | 5% | 6% | -16% | 1% | 2% | -3%
O=C(Cn1cnc2c(oc3nc4c(cc32)CCCC4)c1=O)Nc1cccc(Cl)c1 | 0.2 | 1% | -27% | 39% | -19% | 19% | ? | -6% | -19%
C=CCN(Cc1ccc(OC)c(OC)c1)C(=O)N1CCOCC1 | 0.6 | -11% | 24% | 17% | -2% | -15% | 32% | -3% | -15%
CCCC[n+]1ccn(C2=C([O-])c3ccccc3C(=O)/C2=N\S(=O)(=O)c2ccc(Cl)cc2)c1 | -1.2 | 11% | 13% | -2% | -2% | 0% | 7% | -7% | 8%
CCOc1ccc(S(=O)(=O)n2nc(C)c(S(=O)(=O)N3CCCCCC3)c2C)cc1 | 1.5 | 2% | -9% | . | -11% | -19% | -14% | 2% | -12%[60.1 µM]
O=C(O)/C=C/C(=O)Nc1cccc(C(F)(F)F)c1 | 0.3 | 0% | -13% | -2% | 1% | -22% | 2% | -11% | -13%
CN1/C(=C/C2CC(=O)N(c3ccc([N+](=O)[O-])cc3)C2=O)C(C)(C)c2ccccc21 (stereo not drawn) | 2.7 | 4% | 6% | -4% | -12% | ? | -1% | -8% | -22%
COCCNC(=O)CCCn1c(=O)c2cc(OC)c(OC)cc2n(CC(=O)c2ccccc2)c1=O | 0.8 | 7% | 30% | 13% | -1% | 15% | -15% | 4% | 13%
CCOc1ncccc1C(=O)OCC(=O)Nc1ccc(S(=O)(=O)N2CCOCC2)cc1 | 0.4 | 4% | 26% | ? | 2% | -11% | 26%[57.1 µM] | 1% | 10%
COc1ccc(CNC(=O)Cn2nc(C)c3c(C)n(-c4ccccc4)nc3c2=O)cc1OC | -0.1 | -2% | ? | . | -12% | 2% | 5% | -1% | -11%[60.1 µM]
Cc1ccc(NC(=O)C2Cc3ccccc3C(=O)O2)cc1 (stereo not drawn) | -0.4 | -8% | 99%[activator] | 5% | -14% | 7% | 0% | -11% | -15%
COC(CNC(=O)c1cn(C)c2ccc(S(=O)(=O)N3CCOCC3)cc2c1=O)OC | 0.2 | -5% | 26% | 20% | -5% | -23% | 104% | 3% | 6%
C/C(N)=C(/C#N)C(=O)COC(=O)c1ccncc1 | -0.3 | -9% | -1% | 10% | -3% | 15% | 27% | -5% | ?
CC(C)(C)OC(=O)N1CCC(CC2CC(c3ccccc3)=NO2)(C(=O)O)CC1 (stereo not drawn) | . | -2% | 7% | . | . | -28% | . | . | -15%
O=C(O)c1ccc(N/N=C/c2ccc(F)c(F)c2)cc1 | -0.1 | -5% | -1% | -2% | -5% | ? | -19% | 1% | -9%
C[C@H](O)[C@@H]1C(=O)N2CCc3ccc(-c4ccccc4)cc3[C@@H]2C[C@@H]1N(C)C(=O)c1ccc(C#N)cc1 | . | 2% | 13% | . | . | -4% | . | . | -10%
COc1ccc(-n2c(COc3cccc(C)c3)nnc2SCC(=O)O)cc1 | 0.1 | -1% | 17% | 4% | -8% | 0% | 0% | 0% | -23%

Structural class: the compounds so far with a CF3 group (three)
SMILES | TRHR ag | ERG-DNA inh | POLI inh | APE1 inh | Anesthetic bind | 12-LOX inh | Pol beta inh | BLM inh | POLK inh
O=C(CN1CCS(=O)(=O)CC1)N/N=C/c1cccc(C(F)(F)F)c1 | 0.3 | 2% | -9% | 19% | -1% | 66%[activator] | 30% | 0% | -9%
C/C(=N\OC(=O)Nc1ccc(Cl)cc1)c1ncc(C(F)(F)F)cc1N1CCOCC1 | 0.1 | 2% | 2% | -2% | -23% | 0%[57.4 µM] | 7% | -9% | 5%
O=C(O)/C=C/C(=O)Nc1cccc(C(F)(F)F)c1 | 0.3 | 0% | -13% | -2% | 1% | -22% | 2% | -11% | -13%
